Screens as filed in PubChem.
HttQ103 aggreg: reduces HttQ103-GFP aggregates in PC12 cells. PC12 HttQ103-GFP aggregates, Acumen cytometry, 40 h. Potency, µM (series often up to 46.1 µM), inactives show top-dose activity change, negative = inhibition, actives largely listed as inhibitors. 220,000 compounds, 1.1% hits; further: on the % scale 0 is the no-effect control and ±100 the full control effect; nearly all actives have a fitted effect of over 60% in size
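Quantitative HTS on tebufenozide-induced (100 nM) PC12 cells stably expressing polyQ103 Huntingtin exon 1–GFP. Reduction of bright GFP aggregates, detected by laser scanning cytometry after lysis, identified actives across the titration.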
HTT ATP protect: cytoprotection in Huntington HTT-Q103 PC12 cell model | PC12 HTT-Q103 induced, cytoprotection, ATP luminescence, 40 h | Potency, µM (doses to about 56.4 µM), without a hit: cytoprotection (ATP increase), most hits filed as activators | 230,000 compounds, 0.14% hits;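 further: % of control where 0% means no effect; nearly all actives have a fitted effect of over 45% in size; toxic huntingtin expression switched on by the ecdysone agonist tebufenozide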
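PC12 cells stably carrying ecdysone-inducible Htt exon 1 (Q103)–GFP were induced with 100 nM tebufenozide (final) alongside library compounds in a dose series. Cytoprotection was scored as retained ATP by ATPlite luminescence.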
Tau fibril ThT: tau fibrillization inhibition (ThT binding); P10636; recombinant tau K18 P301L, heparin-induced fibrillization, ThT fluorescence; Potency, µM (doses to about 57.4 µM), for the others: at the top dose activity, negative = inhibition, most hits filed as inhibitors; 270,000 compounds, 2.1% hits; AID 1460; further: on the % scale 0 is the no-effect control and ±100 the full control effect; nearly all actives have a fitted effect of over 55% in size
Target sequence (P10636 561-689 P618L limits assumed): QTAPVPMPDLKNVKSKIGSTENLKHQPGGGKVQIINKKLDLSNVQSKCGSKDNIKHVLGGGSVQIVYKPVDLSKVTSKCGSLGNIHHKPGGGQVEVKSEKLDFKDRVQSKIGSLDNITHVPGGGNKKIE
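Aggregation was driven by heparin (20 uM final) acting on recombinant tau […] bearing P301L in 100 mM sodium acetate pH 7; fibrils were detected with Thioflavin T.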
Tau FP inhib: inhibitors of human tau fibril formation. 280,000 compounds, 0.39% hits. K18 P301L tau heparin fibrillization, Alexa594 FP, 6 h. Potency, µM (highest dose often 57.7 µM), for the others: top-dose activity, negative = inhibition, most hits filed as inhibitors. P10636; further: on the % scale 0 is the no-effect control and ±100 the full control effect; nearly all actives have a fitted effect of over 55% in size
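FP of Alexa 594-tau after heparin (20 uM) induction. Substrate: human K18 P301L, 15 uM unlabeled, 0.24 uM labeled. Buffer 100 mM sodium acetate pH 7. 6 hr, 37 C.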
SMN2 splice up: SMN2 splice variant enhancement. HEK293 SMN2-luciferase splicing reporter, luminescence, 30-36 h. Potency, µM (highest dose often 46.1 µM), inactives show at the top dose activity change, positive = activation, hits mostly activators. 210,000 compounds, 2.8% hits; further: % of control where 0% means no effect; nearly all actives have a fitted effect of over 55% in size
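qHTS luciferase splicing reporter: luminescence rises when SMN2 exon 7 is included in transfected HEK293 cells. Compound exposure lasted 30-36 h at 37C, with 4.5 mM final sodium butyrate as control, followed by a ONE-Glo read.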
Tau fluor counter: counter-screen for tau fibril formation inhibitors | tau K18 P301L Alexa594 fluorescence, heparin fibrillization | 280,000 compounds, 0.93% hits | Potency, µM (top dose mostly 57.7 µM), for inactives: top-dose activity change, negative = decrease; further: on the % scale 0 is the no-effect control and ±100 the full control effect; nearly all actives have a fitted effect of over 55% in size
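Human tau K18 P301L (15 uM unlabeled, 0.24 uM Alexa 594-labeled) in 100 mM sodium acetate pH 7 with 20 uM heparin, 6 hr at 37 C. ThT 30 uM added, 1 hr ambient; Alexa 594 FP and total fluorescence read at 555/632 nm.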
KDM4E inh: blocks human JMJD2E demethylase activity; B2RXH2; JMJD2E catalytic domain, FDH-coupled NADH fluorescence (FDH is formaldehyde dehydrogenase); Potency, µM (doses to about 57.1 µM), for inactives: top-dose activity change, negative = inhibition, hits mostly inhibitors; 230,000 compounds, 1.6% hits; active means well fitted inhibition curve with a large enough effect, not every such curve was filed as active; inconclusive means small, poorly fitted or top-dose-only effect, or another doubt; inactive means no such curve, though single readings can be large or run the other way;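 further: 0% = wells with enzyme and -100% = buffer wells without enzyme; nearly all actives have a fitted effect of over 50% in size; many of its hits are not listed in these tables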
Target sequence (B2RXH2 1-337 limits assumed): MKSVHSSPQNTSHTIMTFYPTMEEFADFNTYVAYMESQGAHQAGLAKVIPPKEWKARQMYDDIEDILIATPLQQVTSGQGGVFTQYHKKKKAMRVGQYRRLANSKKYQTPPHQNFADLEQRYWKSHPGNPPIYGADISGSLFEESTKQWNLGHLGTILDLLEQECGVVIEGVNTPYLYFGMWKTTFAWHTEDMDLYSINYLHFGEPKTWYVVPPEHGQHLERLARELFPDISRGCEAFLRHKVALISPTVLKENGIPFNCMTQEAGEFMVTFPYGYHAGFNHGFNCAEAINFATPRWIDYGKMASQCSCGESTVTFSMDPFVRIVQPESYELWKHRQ
ALDH1A1 block: ALDH1A1 (human) enzyme inhibition; Purified ALDH1A1, NADH fluorescence, propionaldehyde substrate; Potency, µM (series often up to 75.3 µM), without a hit: at the highest dose activity, negative = inhibition, actives largely listed as inhibitors; 220,000 compounds, 7.3% hits; AID 1030; active means well fitted inhibition curve with a large enough effect, not every such curve was filed as active; inconclusive means small, poorly fitted or top-dose-only effect, or another doubt; inactive means no such curve, though single readings can be large or run the other way;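 further: plate controls were no enzyme wells and a reference inhibitor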
Target sequence (P00352 whole entry, looked up): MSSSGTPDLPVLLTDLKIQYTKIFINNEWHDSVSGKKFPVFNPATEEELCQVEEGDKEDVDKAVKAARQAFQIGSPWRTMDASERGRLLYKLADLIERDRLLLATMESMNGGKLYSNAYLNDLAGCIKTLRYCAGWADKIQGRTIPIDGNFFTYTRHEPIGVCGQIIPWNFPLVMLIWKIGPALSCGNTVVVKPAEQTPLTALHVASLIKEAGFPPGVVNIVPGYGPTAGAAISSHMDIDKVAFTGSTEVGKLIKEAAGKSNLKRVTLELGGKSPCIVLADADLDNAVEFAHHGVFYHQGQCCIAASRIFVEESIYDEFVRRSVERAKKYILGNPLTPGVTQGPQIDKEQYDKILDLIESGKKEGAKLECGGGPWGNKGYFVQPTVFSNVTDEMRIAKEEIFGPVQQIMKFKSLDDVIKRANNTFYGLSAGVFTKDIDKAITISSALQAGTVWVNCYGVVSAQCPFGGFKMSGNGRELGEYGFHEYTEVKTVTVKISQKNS
An asterisk follows results filed as active; ? = inconclusive; . = not tested or not shown; & = joins results of further samples; [ ] = another dose, or the depositor's remark. Unless noted, the call rests on the fitted dose curve; in most records, active means well fitted curve in the direction sought with a large enough effect; inconclusive means small, poorly fitted or top-dose-only effect, or another doubt; inactive means no such curve, though single readings can be large; an effect the other way counts as inactive or inconclusive. Potency means the concentration at half of the fitted maximal effect. Not all compounds are listed, so the mix of outcomes need not match the whole.

SMILES	HttQ103 aggreg	HTT ATP protect	Tau fibril ThT	Tau FP inhib	SMN2 splice up	Tau fluor counter	KDM4E inh	ALDH1A1 block
Cc1n[nH]c(=S)n1-c1ccccc1	-1%[9.22 µM]	9%[10 µM]	-8%	-5%	.	-9%	5%	.
COC1C[C@@H](O[C@@H]2C(C)C(=O)OC(C)C(C)C(O)C(C)C(=O)[C@@]3(CO3)CC(C)C(OC3OC(C)CC(N(C)C)C3O)C2C)OC(C)[C@@H]1O (stereo partly specified)	.	-9%	0%	6%	0%	4%	6%	7%
COc1ccccc1CNC(=O)c1nn(-c2ccc(C)cc2)c(=O)c2c1c1ccccc1n2C	19%	-25%	2%&8%	-19%&-7%	-3%&-16%	-9%&-4%	8%	?
OCCC1CN(Cc2ccc(Oc3ncccn3)cc2)CCN1Cc1ccc(F)c(F)c1 (stereo unspecified)	4%[9.22 µM]	30%[10 µM]	1%	-1%	.	4%	1%	.
O=C(N/C(=C\c1cccc([N+](=O)[O-])c1)C(=O)N1CCCCC1)c1cccs1	6%	15%[10 µM]	-11%	4%	9%	-10%	1%	20µM*
CCN(CC)CCCNC(=O)CN1C(=O)CSc2ccc(S(=O)(=O)N3CCOCC3)cc21	5%	.	-14%	-3%	-12%	-17%	11%	10%
COC(CNC(=O)c1cc(Sc2nnc(C)s2)nc2ccccc12)OC	12%	-5%[10 µM]	-2%	-7%	26%	-5%	-4%	?
COc1ccc(-c2noc(CSc3nnc(Cc4ccccc4)n3-c3ccc(F)cc3)n2)cc1	.	.	-16%	14%	-20%	-16%	.	.
CCN1C(c2ccc(F)cc2)=CS/C1=C(\C#N)c1nnc2n1-c1ccccc1SC2	-3%	-11%	-16%	-2%	-24%	-8%	2%	13µM*
NC(=O)C1(N2CCCCC2)CCN(C2CC(=O)NC2=O)CC1 (stereo unspecified)	-9%	25%[10 µM]	-10%	5%	1%	1%	4%	7%
COc1ccccc1Nc1nc(N)nc(-c2cc3ccccc3o2)n1	-7%	9%[10 µM]	?	?	?	?	?	?
COc1ccc(Cl)cc1NC(=O)CN1C(=O)CCS(=O)(=O)c2ccccc21	1%	2%[10 µM]	-4%	3%	8%	-1%	-3%	4%
CC1CCN(Cc2nc(Cl)c3c4c(sc3n2)CCC4)CC1	1%	-41%[inhibitor]	-11%	-4%	.	-5%	-2%	-4%
COc1ccccc1CNC(=O)C1CCCN(S(=O)(=O)c2ccc3c(c2)oc(=O)n3C)C1 (stereo unspecified)	.	.	3%	-3%	-15%	-12%	.	.
CCCCOC(=O)c1ccc(NC(=O)c2nn(C)cc2Br)cc1	6%	-13%[10 µM]	-12%	-16%	9%	?	-7%	3%
CNc1nc2c(Cl)cc(Cl)cc2s1	-6%[9.22 µM]	22%[10 µM]	-10%	-7%	.	-9%	6%	.
Cc1cc(C(=O)OCC(=O)NC2CCCCC2)c(C)o1	-6%[9.22 µM]	-9%	-11%	-3%	-13%	-6%	-1%	1%
CC(C)NC(=O)CSc1nnc(-c2ccc(F)cc2)c2ccccc12	25%	13µM*	?	9%	-13%	-19%	-2%	-8%
COc1ccccc1CNC(=O)CSc1ccc(Br)cc1	-11%	-6%[10 µM]	-14%	-2%	?	-16%	3%	-19%
COc1cc(OC)c(-c2nc3cnccc3n2C)cc1OC	17%	-7%	-12%	-7%	?	-17%	-12%	0%
CC(NC(=O)C(c1ccccc1)c1ccccc1)C(=O)O (stereo unspecified)	0%	-12%[10 µM]	-8%	0%	.	4%	1%	4%
OC(CNCc1ccco1)Cn1c2ccccc2c2ccccc21 (stereo unspecified)	13%	-22%	-6%	-6%	-29%	-12%	-7%	-6%
Cc1ccc(S(=O)(=O)Nc2nc3ccccc3nc2NCC2CCCO2)cc1 (stereo unspecified)	-5%[9.22 µM]	2%[10 µM]	-16%	5%	.	-14%	?	.
O=c1cc(-c2ccccc2)oc2c1ccc1ccccc12	.	12%[1.9 µM]	?	-4%	.	?	?	?
COCCNC(=O)COc1ccc(Br)cc1Cl	-4%	8%	-4%	1%	-7%	-1%	0%	4%
CC(Sc1nc(-c2ccccc2)cc(C(F)(F)F)n1)C(=O)Nc1sc2c(c1C#N)CCC2 (stereo unspecified)	-12%	-14%	-4%	-6%	-15%	-16%	-9%	5%
CCn1c(SCC(=O)NCCc2ccccc2)nnc1-c1ccco1	-3%	2%	-4%	-7%	2%	-4%	3%	?
O=C(c1ccc(S(=O)(=O)c2ccccc2Cl)c([N+](=O)[O-])c1)N1CCN(Cc2ccccc2)CC1	9%[9.22 µM]	23%[10 µM]	?	10%	-15%[1.84 µM]	-28%	6%	14µM*
OC(Cn1nnc2ccccc21)Cn1c(C(F)(F)F)nc2ccccc21 (stereo unspecified)	-2%	-8%	-3%	-5%	-14%	-11%	4%	?
COC(=O)C1=C(C)NC(C)=C([N+](=O)[O-])[C@@H]1c1ccccc1C(F)(F)F	.	70%&-9%	?	-4%&-10%	.	-16%&-25%	7%	-7%&4%

2 compounds picked at random from those above:
SMILES	HttQ103 aggreg	HTT ATP protect	Tau fibril ThT	Tau FP inhib	SMN2 splice up	Tau fluor counter	KDM4E inh	ALDH1A1 block
CCn1c(SCC(=O)NCCc2ccccc2)nnc1-c1ccco1	-3%	2%	-4%	-7%	2%	-4%	3%	?
COC(=O)C1=C(C)NC(C)=C([N+](=O)[O-])[C@@H]1c1ccccc1C(F)(F)F	.	70%&-9%	?	-4%&-10%	.	-16%&-25%	7%	-7%&4%

Next structures follow:
SMILES	HttQ103 aggreg	HTT ATP protect	Tau fibril ThT	Tau FP inhib	SMN2 splice up	Tau fluor counter	KDM4E inh	ALDH1A1 block
Cn1ncc(Cl)c(Oc2ccccc2)c1=O	23%	-1%	-3%	-3%	10%	2%	2%	10%
COC(=O)Cc1c(O)ccn(Cc2cccc3ccccc23)c1=O	-5%	0%	-3%	-11%	2%	-4%	7%	-1%
CC(C(=O)N1CC2(C)CC1CC(C)(C)C2)N1C(=O)c2ccccc2C1=O (stereo unspecified)	-6%	24%[10 µM]	-7%	-3%	9%	-8%	2%	7%
CN(C)c1ccnc(NCc2ccccc2)c1C#N	-14%	-18%	1%	-1%	-5%	-2%	?	?
CCCc1ncc(C(=O)c2ccc(OC)cc2)n1C	-8%	-5%	2%	0%	-3%	7%	-6%	-4%
CCOC(=O)c1c(NC(=O)Cn2nc(C(F)F)cc2C(F)F)sc(C)c1C	-13%	-7%	-9%	-8%	-21%	-17%	-11%	?
CCCc1c(NC(=O)Nc2ccc(F)cc2)cnn1-c1ccccc1	8%[9.22 µM]	-3%[10 µM]	-12%	5%	.	?	2%	.
CCSc1nnc2c(n1)OC(c1ccc(OC)c(OC)c1)N(C(C)=O)c1ccccc1-2 (stereo unspecified)	.	.	-11%	10%	-6%	-4%	.	.
Cc1cc(=O)n2[nH]c(-c3ccc(C(C)(C)C)cc3)cc2n1	-10%[9.22 µM]	-8%[10 µM]	-18%&-18%	0%&5%	-88%[inhibitor]	-15%&-12%	19%	-5%
S=C(NC1CCCCC1)NN(c1ccccc1)c1ccccc1	-27%	16%[10 µM]	-3%	4%	-22%	-12%	8%	-5%
Cc1nn(-c2ccccc2)cc1/C=N/NS(=O)(=O)c1ccccc1	-19%	2%[10 µM]	-2%	-3%	26%	-19%	4%	13%
Cc1nn(-c2cc(C(F)(F)F)ccc2Cl)c2nc(C(Cl)(Cl)Cl)[nH]c(=O)c12	-4%[9.22 µM]	-28%[10 µM]	-12%	-7%	.	-21%	6%	.
Cc1ccc(C)c(CSc2nnc([C@@H](N)C(C)C)o2)c1	-1%	-8%	-4%	6%	-4%	-1%	0%	-5%
CCCCOc1ccc(C(=O)NC)cc1	-14%	12%[10 µM]	3%	-3%	-6%	4%	1%	0%
CCN(CC)C(=O)CC(c1ccc(F)cc1)c1ccc(OC)cc1 (stereo unspecified)	-8%	-1%[1.9 µM]	-1%	11%	-2%	-2%	3%	0%

Only KDM4E inh and SMN2 splice up, for two of the compounds above:
structure | KDM4E inh | SMN2 splice up
CN(C)c1ccnc(NCc2ccccc2)c1C#N | ? | -5%
S=C(NC1CCCCC1)NN(c1ccccc1)c1ccccc1 | 8% | -22%

New compounds follow.
SMILES	HttQ103 aggreg	HTT ATP protect	Tau fibril ThT	Tau FP inhib	SMN2 splice up	Tau fluor counter	KDM4E inh	ALDH1A1 block
Cc1cc(-c2ccco2)n(CC(=O)NCc2ccccc2)n1	-1%	13%	-10%	1%	8%	-2%	-7%	4%
NC(=O)CC(NC(=O)Cc1ccc(Br)cc1)c1ccc(NCc2ccc(F)c(F)c2)c([N+](=O)[O-])c1 (stereo unspecified)	-7%[9.22 µM]	-19%[10 µM]	?	?	.	?	9%	.
CC1CN(S(=O)(=O)c2cccs2)CC(C)O1 (stereo unspecified)	10%	5%	6%	3%	9%	9%	9%	-20%
Cc1cccc(N2CCN(C(=S)Nc3ccc4nc(N5CCOCC5)cc(C)c4c3)CC2C)c1 (stereo unspecified)	-12%	-49%[inhibitor]	?	10%	-55%[inhibitor]	?	?	?
CCOc1ccc2[nH]c(=O)c(CN(Cc3nnnn3Cc3ccccc3)CC3CCCO3)cc2c1 (stereo unspecified)	-19%	-16%[10 µM]	?	4%	-13%	-8%	?	?
COc1cc(C2CC(=O)c3cnc(NC(C)=O)nc3C2)cc(OC)c1OC (stereo unspecified)	-14%	14%[10 µM]	-3%	6%	-14%	7%	0%	-3%
NC(=O)NC(=O)COC(=O)c1ccccc1OCc1ccc(F)cc1	-12%[9.22 µM]	8%[10 µM]	.	-13%	.	-12%	?	.
COCCn1c(COc2ccc(C)cc2)nc2ccccc21	6%	-47%[inhibitor]	-2%	3%	7%	1%	6%	8%
c1ccc(Cn2nnc3c(NCC4CCCO4)nc(C4CC4)nc32)cc1 (stereo unspecified)	-7%	12%[10 µM]	1%	-7%	-22%	-1%	-2%	?
CC(C(=O)OCc1nnc(-c2ccccc2)o1)N1C(=O)c2ccccc2C1=O (stereo unspecified)	-5%	-2%	-6%	3%	-16%	-5%	-5%	-11%
CCN(CC)C(=O)NC1CC2CCCC(C1)N2Cc1ccccc1 (stereo unspecified)	-5%	-5%[10 µM]	0%	-9%	-8%	-5%	9%	15%
